Screens deposited in PubChem BioAssay by several laboratories.
Dynein transport = blocks dynein driven cargo transport along microtubules. AID 1381. 0.47% of 220,000 active. z-score, hits read low. 3617.4 mouse cells, GR-EGFP nuclear translocation imaging; test concentration mostly 20 µM; stimulated with dexamethasone, 1 µM; stronger effect = lower value;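 active = plate z-score of nuclear minus cytoplasmic receptor signal below a set negative limit, without overly bright fluorescence or cell loss, cut at about -3.5 in these data, passing the limit was not always enough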;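 note: z-score of nuclear minus cytoplasmic ring GR-EGFP intensity difference per well; some compounds called inactive have numbers as strong as hits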
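Buffer or medium – tet-free medium with charcoal-stripped serum · Signal – automated 10x imaging of fixed Hoechst-stained cells · Also added – dexamethasone agonist, 1.0 µM final, for 30 min · Incubation – induction 48 h, compound 1 h, agonist 30 min · Read-out – GR-EGFP nuclear translocation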
M1AAP inhibition = malaria alanyl aminopeptidase activity blockers – biochemical, fluorogenic H-Leu-NHMec substrate, 1536-well (AID 1445) | recombinant M1AAP, H-Leu-NHMec fluorogenic kinetic assay; higher % means a stronger effect | one-dose inhibition, % at 30 µM; IC50 in µM for titrated hits | 0.42% of 220,000 active;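 active = primary inhibition above the hit cutoff, then over 50% inhibition at one or more dose response concentrations, cut at about 23% in these data, passing the limit was not always enough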;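 note: plate controls were DMSO full reaction for no effect and no enzyme background for full effect; strong numbers were not always called active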
Autophagy mod = autophagy modulation, high-content screen; MEF GFP-LC3 puncta imaging; test concentration mostly 10 µM; calls only at 10 µM (by protocol); 0.98% of 190,000 active; AID 463193;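 active = percentage of spot-positive cells more than 3 SD above its plate mean, without a fluorescence outlier flag or 80% toxicity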;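 note: spot-positive cell cutoff set from DMSO-treated cells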
Hep lipid drop = modulators of hepatic lipid droplet formation; AML12 mouse hepatocytes, oleate lipid droplets, BODIPY imaging; inhibition, % at 6.5 µM; 0.4% of 240,000 active;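 active = lipid droplet intensity inhibited by at least 50%, with more than 500 cells counted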
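Technique: fluorescence imaging, 20x objective, two fields per well / Assay system: AML12 hepatocytes (mouse) / Measure: % inhibition of lipid droplet signal / Doses: 6.5 µM single-point dosing / Incubation: overnight exposure / Reagent: 100 µM oleic acid challenge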
M17LAP inhibition = P. falciparum M17LAP inhibitors, primary screen, biochemical, fluorogenic H-Leu-NHMec substrate, 1536-well (AID 1619); inhibition, % at 30 µM, or IC50 in µM where a hit was titrated; 0.38% of 220,000 active; recombinant M17LAP, H-Leu-NHMec fluorogenic kinetic assay; higher % means a stronger effect;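 active = compound inhibiting the enzyme by more than half at any dose during confirmatory dose-response retesting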;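 note: plate controls were full reaction with DMSO carrier for no effect and no enzyme background for full effect; strong numbers were not always called active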
Yfh1-off respiration = enhancers of respiration in Yfh1-depleted yeast, dose response, Friedreich's ataxia, plus single-dose screen (AID 1465); S. cerevisiae Yfh1-off respiration, WST-1 reduction, 72 h; higher fold induction means a stronger effect; one-dose fold induction at 50 µM; EC50 in µM for titrated hits; 0.074% of 220,000 active;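 active = fold induction of absorbance versus untreated yeast above a set limit, then at least 30% activation at any dose in follow-up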;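 note: activators that raise dye reduction in frataxin-depleted yeast; strong numbers were not always called active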
ER stress rescue = rescue of cells from ER stress-induced death, primary screen, 384-well, CSM14.1, thapsigargin, ATP luminescence (AID 1222); CSM14.1 thapsigargin-induced death rescue, ATP luminescence; higher % means a stronger effect; cellular ATP content (survival), % at 20 µM, or EC50 in µM where a hit was titrated; 190,000 tested, under 10 active;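 active = EC50 below 50 µM in the dose-response confirmation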;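 note: death triggered by thapsigargin at about 15 µM added after 2 h compound pretreatment; cell ATP read after overnight thapsigargin exposure of roughly 18 to 22 hours; normalized against plate controls of thapsigargin alone and 5% DMSO vehicle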
Ins promoter up = MIN6 insulin promoter up-regulation. AID 1625. z-score at 5 µM. MIN6 insulin promoter-GFP reporter, high-content imaging; stronger effect = higher value. 0.3% of 190,000 active;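 active = z-score above 3 at 5 µM with at least 500 cells counted in the well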
MT stabilizer = microtubule stabilizers in HeLa cells. HeLa tubulin immunostaining HCS, 24 h; share of cells brighter than vehicle mean+2SD. % tubulin-high responders, % at 10 µM. 0.83% of 200,000 active. AID 2205;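 active = plate Z-score above 3 for both tubulin-high and condensed-nucleus cell shares, with cell loss under 80%, at 10 µM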;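 note: anti alpha tubulin signal scored within the nucleus-defined area of each cell; some results filed as inactive read as strong as hits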
Dynein transport cytoplasmic EGFP = second read-out of Dynein transport, no call of its own (marks repeat the call); z-score; measured here: cytoplasmic GR-EGFP intensity; stronger effect = higher value
Dynein transport nuclear GR-EGFP = further read-out of Dynein transport, marked with its call; z-score; measured here: nuclear GR-EGFP intensity;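 lower value marks the stronger effect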
Dynein transport cell count = further read-out of Dynein transport, marked with its call; z-score; measured here: cell count per field
Ins promoter up cell count = second read-out of Ins promoter up, no call of its own (marks repeat the call); cell count; measured here: cytotoxicity, nuclei count;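 total cells summed across four imaged fields per well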
Hep lipid drop cells 6.5 µM = also measured in Hep lipid drop; calls as there; cell count; measured here: cell count, cytotoxicity flag;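 cells counted across two imaged fields per well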
MT stabilizer Hoechst-high % = further read-out of MT stabilizer, marked with its call; % Hoechst-high responders; measured here: nuclear condensation Hoechst responders;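 share of cells brighter than vehicle mean plus two SD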
MT stabilizer cytotoxicity % = second read-out of MT stabilizer, no call of its own (marks repeat the call); toxicity, %; measured here: cytotoxicity by cell density;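 0% = mean cell density of plate MIN control wells and 100% = no cells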
Autophagy mod cell loss 18 h = recorded beside Autophagy mod, whose call it bears; toxicity, %; measured here: cell loss, nuclei count;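 cell loss after 18 h compound exposure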
An asterisk follows results filed as active; i = inactive; / = no result given.

SMILES	Dynein transport	Dynein transport cytoplasmic EGFP	Dynein transport nuclear GR-EGFP	Dynein transport cell count	M1AAP inhibition	Autophagy mod	Autophagy mod cell loss 18 h	Hep lipid drop	Hep lipid drop cells 6.5 µM	M17LAP inhibition	Yfh1-off respiration	ER stress rescue	Ins promoter up	Ins promoter up cell count	MT stabilizer	MT stabilizer Hoechst-high %	MT stabilizer cytotoxicity %
Cn1c(=N)n(CC(=O)c2ccccc2)c2ccccc21	0.266	-0.225	0.276	-0.0146	-0.9%	/	/	-4.2	689	3.9%	i	/	-0.24	1078	/	/	/
COC(=O)c1ccc2c(=O)n(CC3CCCO3)c(SCC(=O)Nc3ccccc3Cl)nc2c1 (centres undefined)	0.118	-0.239	0.203	0.722	1.9%	i	-3.6	10.8	774	-4.4%	i	2.7%	-0.95	1019	2.8	0.8	2.7
COC(=O)[C@H]1[C@H]2C[C@@H]3c4[nH]c5cc(OC)ccc5c4CCN3C[C@H]2C[C@@H](OC(=O)c2ccc(N)cc2)[C@@H]1OC	-1.8	8.42	-0.195	0.433	2.3%	/	/	-5.7	588	14.4%	i	/	2.18	754	/	/	/
CCCCCC[N+](C)(C)CC/C=C1/c2ccccc2Sc2ccc(Cl)cc21	0.268	-0.192	-0.113	-0.921	2.7%	/	/	-4.9	696	8.9%	i	/	-1.68	1045	/	/	/
CCN1CCN(C(=O)CSCc2nc(-c3ccc(OC)c(OC)c3)oc2C)CC1	-0.026	-0.238	0.0181	0.455	1.5%	i	8.2	/	/	-10.9%	/	-1.0%	0.37	960	2.0	3.1	5.9
COc1ccc(NC(=O)C2CCCN(c3c4c(nc5ncnn35)CCC4)C2)cc1OC (centres undefined)	1.36	-0.0786	1.02	-1.47	5.0%	i	-3.2	/	/	12.0%	i	3.0%	0.28	1272	5.0	3.3	12.1
OC1CCN(Cc2nc(Cc3ccccc3Cl)no2)CC1	0.27	-0.25	-0.0681	0.414	-1.2%	i	-28.8	29.3	747	-1.0%	i	-1.5%	-0.33	1395	3.5	2.3	4.6
O=c1cc(O)c2c(=O)n(-c3ccccc3)c3c(c2o1)CCCCC3	-0.425	-0.296	-0.334	0.65	10.2%	i	-18.3	7.1	583	18.2%	i	-0.3%	0.47	1349	2.4	2.0	2.3
COc1ccc(NC(=S)Nc2ccccc2)c(OC)c1	0.404	-0.253	-0.203	0.453	2.2%	i	10.4	-9.0	707	-19.8%	i	/	-0.48	1252	4.6	3.1	8.2
O=C(COc1ccc2oc(-c3ccccc3)cc(=O)c2c1)NCc1ccco1	-0.645	-0.197	-0.17	0.639	5.4%	i	10.5	5.7	705	62.7%	i	0.2%	0.56	1296	3.5	3.5	5.5
CCOc1cc(/C=C2/NC(=O)N(CC(=O)OC)C2=O)ccc1O	-1.1	-0.226	-0.687	0.661	18.0%	i	16.2	33.2	727	5.3%	i	-2.5%	0.87	1248	2.1	1.0	4.7
COCCNC(=O)C(c1ccco1)N(Cc1ccc(OC)cc1)C(=O)Cn1nnc2ccccc21 (centres undefined)	-0.563	-0.281	0.368	0.143	-2.1%	i	15.9	/	/	0.1%	/	-0.9%	-0.62	1110	1.7	2.2	8.8
COC(=O)Cn1cnc2sc(C)c(S(=O)(=O)N3CCC(C)CC3)c2c1=O	-0.275	-0.256	-0.219	0.639	1.1%	i	-7.5	-18.9	643	-5.0%	i	-2.3%	-0.66	1625	3.6	2.1	4.6
Cc1ccc(-c2csc3nnc(SCC(=O)Nc4nsc(-c5ccccc5)n4)n23)cc1	0.175	-0.0842	0.485	0.127	4.0%	i	-7.7	6.0	605	1.1%	i	0.1%	-0.2	1774	1.0	2.1	20.7
CN(C)C(CNc1nnnn1-c1ccccc1)c1ccco1 (centres undefined)	0.473	-0.166	0.622	0.453	1.9%	i	4.7	-2.3	729	0.4%	i	/	0.07	1132	1.7	2.0	19.6
O=C(C1=C[C@H](c2ccccc2)C[C@H](OCc2ccc(CO)cc2)O1)N1CCN(Cc2ccc3c(c2)OCO3)CC1	-0.913	-0.257	-0.215	0.354	1.7%	i	-55.0	4.6	703	-2.6%	i	0.6%	0.4	1405	4.9	2.1	12.1
COCCNC(=O)c1ccc(-n2c(SCc3cccnc3)nc3ccccc3c2=O)cc1	-0.205	-0.353	-0.0881	0.527	-1.6%	i	1.3	-10.2	677	-2.8%	i	0.1%	0.44	1059	5.2	1.7	3.5
CCCCCCNc1cc(C)oc(=O)c1C(C)=O	-0.772	-0.156	0.132	0.65	-1.0%	i	0.0	-8.1	690	17.2%	i	-2.6%	1.06	1209	2.7	1.0	0.5
CN(C)c1nc(N)nc(CSc2nc3c(c(=O)n(C)c(=O)n3C)n2Cc2ccccc2F)n1	0.931	-0.185	0.662	-1.39	-0.7%	i	0.2	2.0	685	3.5%	i	0.4%	-0.25	1132	0.9	1.2	6.8
COc1cc2c(cc1OC)-c1cc(OCCN3CCOCC3)nc(=O)n1CC2	-0.743	-0.232	-0.151	1.14	15.2%	i	8.8	/	/	-14.0%	i	-1.7%	0.65	1291	2.6	2.6	13.5
CC(=O)c1c(C)n(-c2ccccc2)c2ccc(OCC(O)CN3CCOCC3)cc12 (centres undefined)	-0.315	-0.189	0.00798	-0.154	5.3%	i	41.0	/	/	-1.6%	i	-1.7%	-1.2	1038	1.3	1.5	5.3
O=C1CN(C(=O)CSc2nc(-c3ccc(Cl)cc3)cs2)c2ccccc2N1	-0.598	-0.221	-0.318	0.221	17.8%	i	12.5	-14.2	707	-3.6%	i	-2.4%	-0.55	1311	8.4	2.1	9.7
COc1cc(OC)cc(C(=O)OCC(=O)NCc2ccc3c(c2)OCO3)c1	-0.324	-0.327	-0.177	-0.366	1.1%	i	-2.5	-22.5	721	0.6%	i	0.8%	0.33	1117	2.1	1.2	5.9
Cc1cc(C)n(CC(O)COc2ccccc2C(=O)Nc2ccccc2)n1 (centres undefined)	2.01	-0.0785	1.31	-2.08	6.8%	i	7.8	/	/	3.9%	i	-2.0%	/	/	3.9	2.0	4.0
Oc1[nH]c(=S)sc1/C=C1\C(c2ccccc2)=Nc2ccccc21	0.636	0.423	0.448	0.305	20.7%	i	-12.3	-9.1	426	-4.2%	i	-3.9%	2.49	1120	2.1	1.9	1.3
O=C(COc1ccccc1)NCCSCc1ccco1	0.661	-0.178	0.207	-0.686	9.4%	i	-3.7	-2.0	682	20.8%	i	-1.2%	-0.37	1946	4.2	2.8	2.8
Cc1nn(C)cc1CNC(=O)c1cccc(F)c1	-0.811	-0.2	-0.296	-0.307	-1.3%	i	4.1	1.2	668	6.1%	i	-5.7%	0.47	1455	3.4	3.2	8.9
O=C(Cc1ccccc1)Nc1cccc(C(=O)N/N=C/c2ccco2)c1	-0.217	-0.253	0.641	-0.442	1.7%	i	-6.6	-3.1	677	-3.9%	i	-1.8%	-0.29	1073	3.4	2.9	3.0
CC1=C(C(=O)OCC(C)C)C(c2ccc(Br)s2)NC(=O)N1 (centres undefined)	-0.619	-0.298	0.0513	0.149	10.8%	i	15.1	2.8	685	-3.3%	i	-0.4%	0.37	1198	2.3	2.7	9.1
O=C(COc1ccc(Cl)cc1Cl)Nc1ccc(CN2CCCCC2)cc1	0.991	-0.296	0.615	-1.16	2.7%	i	16.2	2.8	695	-4.8%	i	-0.5%	-0.04	1473	3.6	1.8	12.4

Full records as entered above:
O=C(Cc1ccccc1)Nc1cccc(C(=O)N/N=C/c2ccco2)c1 is listed as Dynein transport = -0.217; Dynein transport cytoplasmic EGFP = -0.253; Dynein transport nuclear GR-EGFP = 0.641; Dynein transport cell count = -0.442; M1AAP inhibition = 1.7%; Autophagy mod = i; Autophagy mod cell loss 18 h = -6.6; Hep lipid drop = -3.1; Hep lipid drop cells 6.5 µM = 677; M17LAP inhibition = -3.9%; Yfh1-off respiration = i; ER stress rescue = -1.8%; Ins promoter up = -0.29; Ins promoter up cell count = 1073; MT stabilizer = 3.4; MT stabilizer Hoechst-high % = 2.9; MT stabilizer cytotoxicity % = 3.0
O=C(COc1ccccc1)NCCSCc1ccco1 is listed as Dynein transport = 0.661; Dynein transport cytoplasmic EGFP = -0.178; Dynein transport nuclear GR-EGFP = 0.207; Dynein transport cell count = -0.686; M1AAP inhibition = 9.4%; Autophagy mod = i; Autophagy mod cell loss 18 h = -3.7; Hep lipid drop = -2.0; Hep lipid drop cells 6.5 µM = 682; M17LAP inhibition = 20.8%; Yfh1-off respiration = i; ER stress rescue = -1.2%; Ins promoter up = -0.37; Ins promoter up cell count = 1946; MT stabilizer = 4.2; MT stabilizer Hoechst-high % = 2.8; MT stabilizer cytotoxicity % = 2.8
